From PubChem BioAssay
dFosB activator: enhances mouse delta FosB homodimer DNA binding. P13346. 340,000 compounds, 0.99% hits. purified delta FosB, TAMRA-CDK5 oligo fluorescence polarization; percent of positive-control signal above neutral wells. activation, % at 25 µM. AID 493131;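 active = mean activation above about 17%, with every replicate also reaching it, limit read from the data, passing the limit was not always enough; inconclusive = only one of the two conditions met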;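 also: fluorescence polarization rise as delta FosB binds a TAMRA Cdk5 AP-1 oligo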
Target sequence (P13346 whole entry, looked up): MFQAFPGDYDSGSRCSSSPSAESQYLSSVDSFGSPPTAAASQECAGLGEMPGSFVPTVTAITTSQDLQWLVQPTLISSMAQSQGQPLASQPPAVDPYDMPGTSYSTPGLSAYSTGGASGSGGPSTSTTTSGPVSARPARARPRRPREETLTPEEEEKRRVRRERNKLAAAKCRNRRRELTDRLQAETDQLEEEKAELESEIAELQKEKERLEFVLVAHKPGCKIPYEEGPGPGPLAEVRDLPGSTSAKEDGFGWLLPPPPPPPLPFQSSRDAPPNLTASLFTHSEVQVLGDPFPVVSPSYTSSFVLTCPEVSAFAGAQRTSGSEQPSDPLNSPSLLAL
PvdQ inh: blocks Pseudomonas aeruginosa PvdQ acylase activity | 340,000 compounds, 0.063% hits | purified PvdQ acylase, fluorescence plate reader | AID 488965 | inhibition, % at 10 µM; in the data active = inhibition above about 30%, passing the limit was not always enough; inconclusive = no clear call, values can overlap the other calls;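 also: 0% = vehicle neutral wells and 100% = reference inhibitor wells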
Rtt109 HAT inh: C. albicans Rtt109 histone acetyltransferase inhibition; 330,000 compounds, 0.16% hits; Q5AAJ8; inhibition, % at 34.9 µM; purified Rtt109/Vps75, ThioGlo CoA-SH fluorescence, 4 h;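 active = inhibition of at least 50% in every replicate; inconclusive = best replicate reaches 50% inhibition but some replicates fall short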
Target sequence (Q5AAJ8 whole entry, looked up): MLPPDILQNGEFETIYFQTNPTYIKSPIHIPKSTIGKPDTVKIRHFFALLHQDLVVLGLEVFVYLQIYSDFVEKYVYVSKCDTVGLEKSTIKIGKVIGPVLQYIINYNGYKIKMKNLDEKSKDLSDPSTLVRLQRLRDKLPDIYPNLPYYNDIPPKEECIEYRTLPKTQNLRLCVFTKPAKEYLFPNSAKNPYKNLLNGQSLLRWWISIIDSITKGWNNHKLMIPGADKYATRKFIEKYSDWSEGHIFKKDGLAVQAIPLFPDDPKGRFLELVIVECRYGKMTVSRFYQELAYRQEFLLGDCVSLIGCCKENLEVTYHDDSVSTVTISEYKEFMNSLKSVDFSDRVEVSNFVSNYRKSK
Wnt bcat act: Wnt/beta-catenin pathway activation; activation, % at 9.35 µM; 300,000 compounds, 1.2% hits; Wnt/beta-catenin reporter cell assay, activator, plate reader; in the data active = activation above about 30%, passing the limit was not always enough; inconclusive = no clear call, values can overlap the other calls;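 also: 0% = neutral control wells and 100% = positive control wells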
SR-BI HDL uptake: mouse SR-BI HDL lipid transfer inhibition. ldlA[mSR-BI] CHO cells, DiI-HDL uptake fluorescence, 3 h. inhibition, % at 12.5 µM. 320,000 compounds, 0.96% hits. AID 488896;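 active = mean replicate inhibition of at least 70% and a set share of replicates each scoring 70 or more; inconclusive = meets just one of the two criteria; inactive = fails both criteria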;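 also: 0% = median of neutral control wells and 100% = median of positive control wells; values of inactives mirror those of a sister screen read the other way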
HTR5A ag ctr: activates human HTR5A in OPRM1-OPRD1 agonist counter-screen; P47898; HTR5A agonist assay, luminescence, cell-based; activation, % at 9.3 µM; 340,000 compounds, 0.61% hits; in the data active = activation mostly above about 9.5%, no sharp cut-off; inactive = mostly below about 7.6%;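 also: 0% = cells with vehicle only and 100% = reference agonist; strong numbers were not always called active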
Target sequence (P47898 whole entry, looked up): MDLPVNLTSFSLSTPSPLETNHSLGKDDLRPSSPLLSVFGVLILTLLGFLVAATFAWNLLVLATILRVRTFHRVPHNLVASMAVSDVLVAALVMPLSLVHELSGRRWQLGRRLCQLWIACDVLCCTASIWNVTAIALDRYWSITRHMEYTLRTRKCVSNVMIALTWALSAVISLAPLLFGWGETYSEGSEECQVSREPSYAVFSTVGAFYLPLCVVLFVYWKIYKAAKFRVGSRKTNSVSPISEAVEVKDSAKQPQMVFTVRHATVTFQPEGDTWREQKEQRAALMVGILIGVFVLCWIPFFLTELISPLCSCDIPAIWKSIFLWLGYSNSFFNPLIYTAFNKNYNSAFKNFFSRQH
MITF act: increases MITF-driven TRPM1 promoter luciferase signal; SK-MEL-5 TRPM1-promoter luciferase, 24 h; % of positive control, neutral wells = 0; activation, % at 12.5 µM; 300,000 compounds, 0.75% hits;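 active = mean activation of at least 80% with every replicate also reaching 80%; inconclusive = mean reaches 80% but some replicate falls short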;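 also: 0% = neutral control wells and 100% = parthenolide positive control wells; values of inactives mirror those of a sister screen read the other way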
SR-BI uptake up: SR-BI HDL lipid transfer activation | activation, % at 12.5 µM | CHO ldlA[mSR-BI] cells, DiI-HDL uptake fluorescence, 3 h; 100 = double the neutral-control signal | 320,000 compounds, 0.096% hits;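 active = mean replicate activation of at least 60% and every replicate at or above 60%; inconclusive = mean or all-replicate condition met, but not both; inactive = mean below 60% and not all replicates reaching 60%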;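 also: 0% = median plate neutral-control signal and 100% = twice that signal; values of inactives mirror those of a sister screen read the other way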
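Test system: SR-BI-overexpressing, LDLR-lacking CHO cells; Also added: labelled HDL, 10 µg/mL; Measured by: bottom-read cell fluorescence after medium removal, ex 550/em 595 nm; Timing: 3 h uptake period with compound, 37 °C; Buffer or medium: F12, 0.5% BSA, 25 mM HEPES; Doses: single compound concentration, delivered by pin transfer.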
CDK5 p35 inh: CDK5/p35 (human) kinase inhibition. Q00535+Q15078. Recombinant CDK5/p35, ADP-Glo luminescence, 60 min. inhibition, % at 10 µM. 330,000 compounds, 0.01% hits. AID 488839;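 active = highest replicate inhibition of at least 50% and at least 75% of replicates reaching 50%; inconclusive = only one of the two criteria met; inactive = both criteria failed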;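 also: plate controls were DMSO neutral control for no effect and GW8510 at 10 µM for full effect; many of its hits are not listed in these tables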
RTF Ca sens act: cardiac RTF calcium sensitization. P19429+P45379. IANBD-labeled TnC RTF fluorescence at EC20 calcium; 0% EC20 calcium, 100% full calcium. activation, % at 7.2 µM. 340,000 compounds, 0.24% hits;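 active = activation above the mean over all tested compounds plus 3 SD, cut at about 30% in these data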;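 also: rise in fluorescence read as greater calcium sensitivity of cardiac thin filaments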
* = called active by the depositor; ? = inconclusive; . = not tested or not shown.

SMILES | dFosB activator | PvdQ inh | Rtt109 HAT inh | Wnt bcat act | SR-BI HDL uptake | HTR5A ag ctr | MITF act | SR-BI uptake up | CDK5 p35 inh | RTF Ca sens act
CC(C)Cc1nc(C(N)=O)c2[nH]c(=O)n(-c3ccc(F)cc3)c2n1 | -14 | -8 | -21 | 0 | -34 | -4 | -7 | 34 | 0.2 | 6
Cc1nn(-c2cccc(C(=O)O)c2)c(C)c1[N+](=O)[O-] | -3 | -13 | -15 | -1 | -26 | -2 | 1 | 26 | 2.2 | -2
O=C(COc1ccc(F)cc1)N/N=C/c1cccc2cccnc12 | -9 | -3 | -2 | -7 | 12 | -4 | -17 | -12 | 1.6 | -4
CCc1nnc(NC(=O)c2cc3ccccc3oc2=O)s1 | 1 | -12 | 1 | 13 | 9 | 1 | 22 | -9 | 1.0 | -2
CNS(=O)(=O)c1cccc(C(=O)OCC(=O)/C=C2/N(C)c3ccccc3C2(C)C)c1 | -48 | 6 | 1 | -9 | 19 | 10 | -4 | -19 | -3.2 | 13
CCn1nc(C(=O)Nc2nc(-c3ccccn3)cs2)c2ccccc2c1=O | -2 | 7 | 17 | -5 | 11 | 13 | . | -11 | 0.6 | 0
CNC(C)C(=O)NC(C(=O)N1CCCC1C(=O)NC1CCCc2ccccc21)C(C)C (configuration not stated) | -5 | -11 | -11 | 1 | -24 | -4 | -26 | 24 | -0.1 | -2
Cn1nnnc1Sc1ncnc2scc(-c3ccsc3)c12 | -5 | -12 | 3 | -6 | -8 | 4 | -83 | 8 | 0.0 | 1
CC1CCN(c2nc(-c3ccc(F)cc3)cc(C(F)(F)F)n2)CC1 | 6 | -15 | -2 | -3 | 54 | 5 | -14 | -54 | 0.5 | -5
CCN(C(=O)c1ccc2c(=O)n3c(nc2c1)CCCCC3)c1cc(OC)ccc1OC | -12 | -7 | 8 | -2 | 3 | 2 | 12 | -3 | -1.5 | 2
CCNC(=S)N1CCN(S(=O)(=O)c2ccc(Cl)s2)CC1 | -7 | -1 | -6 | -2 | -23 | -1 | 0 | 23 | 1.2 | 0
COc1ccc2ncc(OC(C)=O)cc2c1 | 3 | 0 | -17 | 1 | -5 | -2 | 15 | 5 | 0.2 | 3
CC(C)(C)C1CCC(C(=O)OCC(=O)c2ccc[nH]2)CC1 (configuration not stated) | 5 | -10 | -9 | . | -53 | -2 | -2 | 53 | -0.5 | 0
CCOC(=O)C1CCN(C(=O)c2cccnc2Oc2ccccc2)CC1 | -4 | -11 | -4 | 0 | -11 | -2 | -6 | 11 | -1.6 | -5
CCOC(=O)C1(Cc2ccccc2C)CCCN(C(=O)c2cc(C3CC3)[nH]n2)C1 (configuration not stated) | -7 | -8 | 11 | -1 | -16 | 2 | -8 | 16 | -6.4 | 12
Fc1ccc(N2C(=S)SC(=Nc3ccccc3)C2=Nc2ccccc2)cc1 | -4 | -2 | 8 | 58* | 12 | -1 | 68 | -12 | 1.2 | 1
CC(=O)Nc1ccc(S(=O)(=O)N[C@@H](C)C(=O)OCc2cc([N+](=O)[O-])cc3c2OCOC3)cc1 | -3 | 6 | -2 | 3 | 0 | 0 | 14 | 0 | -2.0 | 4
Cc1[nH]ccc(=O)c1OCc1c(Cl)cccc1Cl | 0 | -12 | -1 | 0 | 18 | 1 | 1 | -18 | 1.9 | 12
CCN(C(=O)Cc1c(C(=O)O)n(CC)c2ccccc12)c1ccccc1C | 1 | 4 | . | 2 | -16 | 7 | 0 | 16 | -1.4 | 0
COc1cc(NS(=O)(=O)c2ccc(N=Cc3c(C)[nH]n(-c4ccccc4)c3=O)cc2)nc(OC)n1 | -7 | -12 | 7 | . | -24 | 3 | -4 | 24 | 0.1 | 2
O=C(CN1C(=O)c2ccccc2C1=O)NCc1ccccn1 | 1 | 2 | -2 | ? | -9 | 3 | . | 9 | 1.0 | -7
CSCc1cc(N2CCOCC2)nc(SCc2ccc(Cl)cc2Cl)n1 | -14 | -12 | -3 | 2 | 11 | 9 | -5 | -11 | -1.3 | -7
CS(=O)(=O)N1CCC(C(=O)Nc2ccc(Cl)c(Cl)c2)CC1 | -1 | -7 | 0 | -9 | -13 | . | 1 | 13 | -0.9 | .
CC1CC(C)CN(CC(C)(C)NS(=O)(=O)c2ccc(Cl)cc2)C1 (configuration not stated) | -8 | -3 | 1 | -11 | -31 | 1 | -3 | 31 | -3.6 | 10
Cc1cccc(OCC(O)Cn2c(-n3nc(C)cc3C)nc3c2c(=O)[nH]c(=O)n3C)c1 (configuration not stated) | -9 | -19 | 2 | . | -19 | -6 | -3 | 19 | -2.9 | 2

Some of the entries above in a different format.
SMILES	dFosB activator	PvdQ inh	Rtt109 HAT inh	Wnt bcat act	SR-BI HDL uptake	HTR5A ag ctr	MITF act	SR-BI uptake up	CDK5 p35 inh	RTF Ca sens act
Fc1ccc(N2C(=S)SC(=Nc3ccccc3)C2=Nc2ccccc2)cc1	-4	-2	8	58*	12	-1	68	-12	1.2	1
CC(=O)Nc1ccc(S(=O)(=O)N[C@@H](C)C(=O)OCc2cc([N+](=O)[O-])cc3c2OCOC3)cc1	-3	6	-2	3	0	0	14	0	-2.0	4

Further records follow.
SMILES | dFosB activator | PvdQ inh | Rtt109 HAT inh | Wnt bcat act | SR-BI HDL uptake | HTR5A ag ctr | MITF act | SR-BI uptake up | CDK5 p35 inh | RTF Ca sens act
CCOc1ccc(C(=O)NC(=S)NCCCN2CCOCC2)cc1 | -6 | -1 | 7 | 1 | 14 | 2 | -2 | -14 | -1.8 | 0
Cc1ccc2c(CC(=O)NNC(=O)c3ccccc3O)coc2c1 | -10 | 11 | 25 | -2 | 106* | 5 | -2 | -106 | 0.0 | -10
CCOC(=O)C1(C)C=C(Nc2ccc(O)cc2)C(=O)N1c1ccc(O)cc1 (configuration not stated) | -13 | -7 | 1 | 0 | . | 0 | -1 | . | 0.9 | -1
CCOC(=O)c1sc(-c2ccc(F)cc2)cc1NC(=O)Nc1ccccc1OC | -10 | -6 | 0 | . | 8 | 5 | 20 | -8 | 0.4 | 17
Cc1c(O)nc(SCC(=O)Nc2ccc3c4c(cccc24)CC3)n(-c2ccc(F)cc2)c1=O | 0 | -15 | . | -2 | -28 | -1 | 23 | 28 | -0.5 | -6
Cc1cc(N=Cc2cc(Br)ccc2O)no1 | 5 | -15 | -5 | 2 | -16 | 1 | -5 | 16 | 0.3 | -4
Cc1ccc(/C=C/C(=O)N2CCN(S(=O)(=O)c3ccc(C)c(C)c3)CC2)o1 | -5 | -4 | -8 | 3 | 0 | 4 | 0 | 0 | 2.7 | 17
N#C/C(=C\c1ccc(-c2ccc(C(=O)O)cc2)o1)c1nc2ccccc2[nH]1 | -14 | -4 | 6 | 10 | 3 | 0 | 10 | -3 | -2.6 | 54*
CC(=O)c1ccc(OCC(O)CN2CCN(S(=O)(=O)c3cccc(Br)c3)CC2)cc1 (configuration not stated) | -16 | -14 | 7 | -1 | 12 | -1 | -5 | -12 | 0.0 | -5
O=C(NC(Cc1ccccc1)C(=O)O)OCc1ccccc1 (configuration not stated) | -9 | -5 | -3 | -4 | -6 | 0 | 7 | 6 | -0.4 | 0
CCN(C(=O)COc1ncnc2sccc12)c1ccccc1 | -4 | -8 | 4 | -1 | -8 | 0 | -4 | 8 | 0.4 | 1
CC[N+]1(CC)CC2=Cc3c(ccc4ccccc34)CC2C1 (configuration not stated) | -2 | -17 | -5 | . | -30 | -7 | -4 | 30 | -1.8 | 5
Cc1ccc(NC2SC(=O)N(CC(=O)O)C2=O)cc1 (configuration not stated) | -3 | 5 | 34 | . | -25 | 3 | 4 | 25 | 2.2 | 1
CC1CCC(C(=O)NC(C(=O)NCCN2CCC(C)CC2)C(C)C)CC1 (configuration not stated) | -1 | 3 | -3 | . | 0 | 1 | . | 0 | -1.2 | -4
O=C(Nc1ccccc1)NC1CCS(=O)(=O)C1 (configuration not stated) | 5 | -8 | 6 | . | -13 | 1 | 12 | 13 | -0.9 | 1
COc1ccc(N(CC(=O)NC2CCCC2)C(=O)CCC(=O)Nc2cc(C)on2)cc1 | -12 | -13 | 5 | -2 | 8 | -5 | 0 | -8 | 2.9 | 9
CCc1ccc(C2CC(=O)N(c3cccc(F)c3)C3=C2C(=O)OC3)cc1 (configuration not stated) | -9 | 9 | 5 | -2 | -6 | -2 | 0 | 6 | -0.7 | 3
CCN1C(=O)CC(c2ccc(OC(C)C)cc2)C1=O (configuration not stated) | -6 | -9 | -3 | 3 | -17 | 5 | 1 | 17 | 0.9 | 0
COc1ccc(-n2nc(C(=O)NCC(=O)NC3CCCCCC3)c3ccccc3c2=O)cc1OC | -12 | 4 | 21 | 1 | -26 | 1 | 0 | 26 | 3.1 | -8
Cn1nc(C(=O)NCC(c2cccs2)N2CCOCC2)c2ccccc2c1=O (configuration not stated) | 1 | -4 | -1 | 2 | -13 | 3 | -14 | 13 | -1.7 | 3
CCC(CCc1ccccn1)C(=O)c1ccccc1 (configuration not stated) | -7 | -10 | -1 | 9 | 6 | 2 | 8 | -6 | 1.6 | 8
CC(C)(C)NC(=O)NC(=O)COC(=O)Cn1cnc2ccccc2c1=O | -4 | -4 | -6 | -2 | -11 | 1 | -7 | 11 | -1.0 | -5
COc1ccc(C(=O)NC(C)c2ccc(-n3ccnc3)cc2)cc1[N+](=O)[O-] (configuration not stated) | -14 | -13 | -7 | -3 | -12 | 5 | -12 | 12 | 0.2 | 1
Cc1cc(NC(=O)CSCC(=O)Nc2nc3ccccc3s2)no1 | 7 | -2 | -1 | 7 | -6 | 0 | -30 | 6 | -0.9 | -3
COc1ccc(-c2cc(C(=O)N3CCCC3)no2)cc1OC | -7 | -13 | 5 | 20 | . | 2 | 36 | . | 1.2 | 0
Cc1ccc(NC(=S)NCCc2c[nH]c3ccccc23)c(C)c1 | -7 | 1 | 5 | 1 | 49 | 10 | . | -49 | -0.7 | 9
COc1cc(Br)cc(CNc2ccc(F)c([N+](=O)[O-])c2)c1O | -10 | -9 | 4 | -1 | 13 | 0 | -5 | -13 | 0.3 | -8
CC1CCC(NC(=O)COC(=O)C2=NN(c3ccccc3)C(=O)CC2)CC1 (configuration not stated) | -7 | -22 | -1 | 0 | -13 | -1 | -5 | 13 | -8.5 | 0

Profiles as entered above. Values in the order: dFosB activator	PvdQ inh	Rtt109 HAT inh	Wnt bcat act	SR-BI HDL uptake	HTR5A ag ctr	MITF act	SR-BI uptake up	CDK5 p35 inh	RTF Ca sens act
CC(=O)c1ccc(OCC(O)CN2CCN(S(=O)(=O)c3cccc(Br)c3)CC2)cc1 (configuration not stated) is listed with -16	-14	7	-1	12	-1	-5	-12	0.0	-5
COc1cc(Br)cc(CNc2ccc(F)c([N+](=O)[O-])c2)c1O is listed with -10	-9	4	-1	13	0	-5	-13	0.3	-8
CCOc1ccc(C(=O)NC(=S)NCCCN2CCOCC2)cc1 is listed with -6	-1	7	1	14	2	-2	-14	-1.8	0
Cc1cc(N=Cc2cc(Br)ccc2O)no1 is listed with 5	-15	-5	2	-16	1	-5	16	0.3	-4

The order is random. About 4.4% of those tested had a hit in this group.
